PI5P4Ka inh = qHTS for Inhibitors of phosphatidylinositol 5-phosphate 4-kinase (PI5P4K); Phosphatidylinositol 5-phosphate 4-kinase type-2 alpha (Homo sapiens), P48426; PI5P4Kalpha enzyme, ADP-Glo luminescence, 60 min; stronger effect = lower value; max response, %; actives 1.2% (n = 330,000); AID 652105, 2013; active means max response of -50% or lower; inconclusive means between -30% and -50%; inactive means -30% or higher; further: value at the top dose of about 77 µM; on the % scale 0 is the no-effect control and ±100 the full control effect
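Enzyme plus substrate dispensed, test compounds pinned in, then ATP (5 microM final) added. After 60 min at RT, ADP-Glo reagent 1 for 45 min and reagent 2 for 30 min preceded luminescence imaging.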
MmCpn inh = Inhibitors of TCP-1 ring complex (TRiC) of Methanococcus maripaludis (MmCpn): qHTS. Potency, µM (series often up to 76.9 µM), for the others: at the highest dose activity, negative = inhibition, most hits filed as inhibitors. AID 504842, 2011. actives 0.031% (n = 330,000). Chaperonin Mm-Cpn (Methanococcus maripaludis). purified Mm-Cpn ATPase, ADP Transcreener TR-FRET; further: potency means the concentration at half of the fitted maximal effect; on the % scale 0 is the no-effect control and ±100 the full control effect; nearly all actives have a fitted effect of over 80% in size
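Quantitative HTS used 25 nM Mm-CPN and 10 uM ATP in magnesium/KCl Tris buffer, pH 7.4, with 1 mM DTT. Hydrolysis ran 30 min at 37°C; ADP was read by HTRF.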
EPAC2 antag = qHTS for Antagonist of cAMP-regulated guanine nucleotide exchange factor 2 (EPAC2): primary screen; Rap guanine nucleotide exchange factor 4 (Homo sapiens), Q8WZA2; EPAC2 GEF exchange of Rap1B-BODIPY-GDP, fluorescence; Potency, µM (top dose mostly 114 µM), inactives show top-dose activity, negative = inhibition, actives largely listed as inhibitors; actives 0.18% (n = 360,000); AID 720708, 2013; further: potency means the concentration at half of the fitted maximal effect; on the % scale 0 is the no-effect control and ±100 the full control effect; nearly all actives have a fitted effect of over 45% in size; many of its hits are not listed in these tables
PLK1 PBD block = qHTS for Inhibitors of PLK1-PDB (polo-like kinase 1 - polo-box domain): Primary Screen. Plk1 PBD binding of FITC phosphopeptide, fluorescence polarization. AID 720504, 2013. Serine/threonine-protein kinase PLK1 (Homo sapiens), P53350. Potency, µM, for the others: max response, negative = inhibition, most hits filed as inhibitors. actives 2.8% (n = 360,000); further: potency means the concentration at half of the fitted maximal effect; series mostly up to about 57 µM; on the % scale 0 is the no-effect control and ±100 the full control effect; nearly all actives have a fitted effect of over 65% in size
CCT modulator = High-Throughput Screening for Modulators of Cytosolic Chaperonin Activity. purified chaperonin ATPase assay, HTRF ADP detection, 30 min. activity change, % (test concentration not listed), hits read low. actives 0.3% (n = 360,000); in the data active means activity change below about -30%; further: on the % scale 0 is the no-effect control and ±100 the full control effect
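TRiC (40 or 20 nM final, by batch activity) in 30 mM Tris pH 7.4, 100 mM KCl, 5 mM MgCl2, 1 mM DTT was treated with compound at 76 uM single dose, then 10 uM ATP, 30 min at 37 °C. ADP was read by HTRF Transcreener.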
EPAC1 agonist = qHTS for Agonist of cAMP-regulated guanine nucleotide exchange factor 3 (EPAC1): primary screen; Rap guanine nucleotide exchange factor 3 (Homo sapiens), O95398; AID 720707, 2013; Potency, µM (top dose mostly 154 µM), without a hit: at the highest dose activation, usual class: activators; EPAC1 agonist qHTS, biochemical assay; response scale: 100% = response to 6.5 mM cAMP; actives 0.073% (n = 360,000); further: potency means the concentration at half of the fitted maximal effect; nearly all actives have a fitted effect of over 60% in size
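Nucleotide exchange by EPAC1 (100 nM) on Rap1B–BODIPY-GDP (250 nM) in the presence of 50 uM GDP is tracked fluorescently at 480/540 nm over 30 min. Signals are normalized to a 6.5 mM cAMP control.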
EPAC1 antagonist = qHTS for Antagonist of cAMP-regulated guanine nucleotide exchange factor 3 (EPAC1): primary screen; Potency, µM (titrated, usually from 115 µM), for the others: at the highest dose activity change, negative = inhibition, actives largely listed as inhibitors; EPAC1 GEF assay, Rap1b-BODIPY-GDP exchange fluorescence; actives 0.14% (n = 360,000);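 further: potency means the concentration at half of the fitted maximal effect; plate controls were vehicle for no effect and positive control for full effect; nearly all actives have a fitted effect of over 50% in size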
WRN helicase inh = qHTS for Inhibitors of WRN Helicase; WRN helicase unwinding, fluorescent forked duplex, kinetic; Potency, µM (titrated, usually from 114 µM), without a hit: at the highest dose activity change, negative = inhibition, hits mostly inhibitors; actives 0.46% (n = 360,000); AID 651768, 2012; further: potency means the concentration at half of the fitted maximal effect; on the % scale 0 is the no-effect control and ±100 the full control effect; nearly all actives have a fitted effect of over 55% in size
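Fluorescence dequenching readout, ex 525 nm/em 598 nm, kinetic mode: forked duplex DNA (100 nM final) with adjacent fluorophore and quencher unwound by WRN (20 nM final) with 2 mM ATP. Compound preincubation 15 min, room temperature.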
* marks the source's active call; other numbers are inactive results; u = inconclusive; x = not tested or not shown; [ ] = another dose, or the depositor's remark. Unless noted, the call rests on the fitted dose curve; in most records, active means well fitted curve in the direction sought with a large enough effect; inconclusive means small, poorly fitted or top-dose-only effect, or another doubt; inactive means no such curve, though single readings can be large; an effect the other way counts as inactive or inconclusive. An excerpt, so the mix of outcomes need not match the whole.

compound | PI5P4Ka inh | MmCpn inh | EPAC2 antag | PLK1 PBD block | CCT modulator | EPAC1 agonist | EPAC1 antagonist | WRN helicase inh
COc1cccc(/C=N/Nc2nn3cnnc3c3ccccc23)c1 | -3.3 | 0.2% | 3.7% | 1.3% | 1.3 | 5.2% | -12.4% | -20.5%
CCCCSc1nnc2c(n1)OC=Nc1ccccc1-2 | -6.4 | -2.2% | -1.5% | 1.8% | -1.2 | -3.2% | -17.6% | 1.2%
Cc1ccc(CSc2ncnc3c2cnn3-c2ccccc2)cc1 | 9.3 | 1.1% | -7.4% | -8.9% | -3.0 | 3.7% | 7.3% | -22.6%
Cc1cccc(-n2nnc3c(=O)n(Cc4ccccn4)cnc32)c1 | 1.0 | 4.4% | -6.3% | -4.0% | -1.0 | 4.0% | -3.2% | -18.7%
CC(=O)c1sc(NCc2ccccc2)nc1C | 0.1 | -1.9% | 4.3% | -6.4% | -2.7 | 2.6% | -0.1% | -1.7%
CCN(CC(=O)Nc1ccc(C(C)=O)cc1)CC(=O)Nc1ccccc1C(F)(F)F | 0.4 | -2.0% | 2.2% | -7.4% | 3.1 | -1.2% | 6.4% | -2.3%
O=C(CN1C(=O)NC2(CCCCCCC2)C1=O)NCc1ccc(Cl)cc1 | -4.0 | -0.5% | -6.8% | 1.9% | 1.8 | 1.9% | -10.8% | -5.0%
CSc1ccc(Cl)c(C(=O)Nc2ccc(Cl)cn2)c1 | -2.9 | 3.2% | 1.9% | -9.5% | -3.2 | 7.7% | 1.6% | -1.9%
CCC(C)N(C(=O)COC(=O)CSc1ccc([N+](=O)[O-])cc1)C1CCS(=O)(=O)C1 (stereo not given) | 6.3 | 0.5% | 7.7% | 3.1% | -1.4 | -2.5% | -1.6% | 6.7%
Cn1c(NC(=O)C2c3ccccc3Oc3ccccc32)cc(=O)n(C)c1=O | 23.1 | 0.7% | -43.2% | -10.7% | -1.0 | 2.2% | -20.1% | -9.2%
COc1cc(NC(=O)C2CC(=O)NC3=C2C(=O)CC(C)(C)C3)c(OC)cc1Cl (stereo not given) | -3.0 | -10.3% | -0.4% | 22.2% | -3.0 | 2.9% | -13.3% | 3.0%
Cc1cc(C(=O)N/N=C(\CCC(=O)O)c2cccs2)c2ccccc2n1 | -6.7 | 0.1% | -13.7% | -9.1% | -2.7 | 3.0% | u | -9.5%[57.1 µM]
COCCn1c(C)c(C(=O)O)sc1=S | -18.1 | -1.1% | 10.2% | -4.3% | 0.5 | 6.9% | 1.4% | -5.8%
O=C(Nc1ccccc1N1CCOCC1)c1cccc2c(Br)cccc12 | 16.1 | -2.1% | 14.1µM* | -5.0% | -0.5 | -4.7% | -10.1% | -8.6%
NS(=O)(=O)c1cccc(C(=O)NC2CCSc3ccccc32)c1 (stereo not given) | -3.5 | 1.2% | -17.8% | -0.7% | 0.7 | -3.9% | 4.3% | -9.6%
Cc1cc(C)cc(NC(=O)C2CCN(c3nccs3)CC2)c1 | -1.3 | -1.0% | 10.2% | -22.3% | 0.7 | 1.8% | 4.5% | -4.9%
Cc1ccc(NC(=O)N2CCC(c3nc4c(nnn4Cc4c(F)cccc4Cl)c(=O)[nH]3)CC2)cc1 | x | 1.2% | -6.2% | -6.8% | -2.1 | 18.6% | -16.4% | -15.1%
O=C(c1cccc(N2CCCC2=O)c1)N1CCOCC1 | 10.3 | x | -3.3% | -3.5% | -1.9 | 1.6% | 5.3% | -4.3%
NC(=O)c1ccc(NC(=O)COC(=O)c2c3c(nc4ccccc24)/C(=C\c2cccs2)CCC3)cc1 | -0.2 | -4.8% | -7.3%[57.1 µM] | -15.2% | -4.5 | -3.6% | -24.6% | 0.7%
S=C(NCCc1ccccc1)N1CCC2CC1c1c(Cl)cccc12 (stereo not given) | -7.4 | x | 3.7% | -16.7% | -2.0 | -13.4% | -0.6% | -5.7%
O=C(COC(=O)Cc1ccc(F)cc1)Nc1ccc2[nH]c(=O)[nH]c2c1 | -12.2 | -1.1% | -0.3% | -10.5% | -2.9 | 1.4% | 1.5% | -16.5%
CCOC(=O)CN1CC23C=CC(O2)C(C(=O)Nc2ccc(C(C)=O)cc2)C3C1=O (stereo not given) | -14.3 | -5.9% | 1.2% | -10.4% | -3.8 | 7.1% | -8.7% | -0.6%
Cc1ccc(C2CC(c3ccccc3OC(F)F)Nc3ncnn32)cc1 (stereo not given) | -1.8 | -0.7% | 7.0% | -7.3% | -4.1 | 0.4% | -16.1% | -5.9%
O=C(Nc1ccc(Cl)c(S(=O)(=O)N2CCOCC2)c1)c1ccccn1 | -0.7 | -1.5% | -11.2% | -6.7% | 1.6 | 8.7% | 3.8% | -18.8%
COc1cc(CNCc2ccccn2)ccc1OCC(=O)NC(C)(C)C | -3.6 | -0.5% | 14.3% | -9.8% | 1.6 | -7.2% | 6.2% | 10.5%
N#Cc1cn(Cc2ccccc2)c(=O)[nH]c1=O | 0.7 | 0.5% | -26.5% | -13.0% | 0.0 | 10.1% | 0.8% | -16.9%
Cc1cc(N2C(=O)c3ccc(C(=O)Nc4ccc(CC(=O)O)cc4)cc3C2=O)no1 | -1.4 | 1.1% | 5.6% | -5.9% | 0.4 | 3.8% | 10.8% | -0.8%
COc1ccc(C(CNC(=O)COc2ccccc2OC)N2CCCCC2)cc1 (stereo not given) | -4.0 | -4.7% | -2.8% | -7.9% | -0.6 | 5.1% | 6.4% | 3.8%
CC(C)CCN1CCN(Cc2ccc(C#CC(C)(C)O)s2)CC1CCO (stereo not given) | -0.5 | -0.6% | -4.7% | 1.0% | -10.6 | 3.6% | -2.8% | -8.8%
CC(C)CC(c1nc2ccccc2[nH]1)n1c(-c2ccccc2Br)nc2ccccc21 (stereo not given) | 0.8 | x | -0.1% | -2.1% | -1.3 | 6.1% | -3.3% | 3.9%
CC(=O)C[C@@H](O)CC(=O)[C@@H]1OC(=O)CC/C=C\Cc2ccccc21 | -1.9 | -1.0% | 0.4% | -12.4% | -1.7 | 10.0% | -2.2% | -5.9%
COc1ccc(N2CCN(C(=O)c3cn(Cc4ccccc4)nc3-c3cccnc3)CC2)cc1 | 0.0 | 0.0% | 0.3% | -8.8% | -0.4 | 4.8% | 6.5% | 4.9%
CC(C)(C)c1nc(SCC(=O)NC2CCCC2)c2ccccc2n1 | 10.5 | -3.8% | -0.1% | 4.6% | 0.1 | -10.2% | -6.9% | -16.6%
COc1ccc(CCNC(=O)C(=O)NCc2cccs2)cc1OC | 5.5 | 0.4% | -2.0% | -2.1% | 1.0 | -2.9% | 6.2% | 5.6%
C#CCN(C[C@@H]1[C@@H](OC(=O)NCC2CCCCC2)[C@@H](OC(=O)NCC2CCCCC2)CN(C(=O)OC(C)C)N1C(=O)OC(C)C)S(=O)(=O)c1ccc(C)cc1 | 6.0 | x | -0.5% | -15.0% | 1.9 | -20.8% | -18.8% | -14.3%
C=CCSc1nnc(NC(=O)c2ccc(S(=O)(=O)NCC3CCCO3)cc2)s1 (stereo not given) | x | -6.3% | -2.3% | -26.8% | -8.5 | 0.3% | 2.9% | -2.1%
CCN1CCN(c2ccc(NC(=O)c3ccc4c(c3)[nH]c(=O)n4Cc3ccc(OC)cc3)cc2)CC1 | 2.8 | -0.5% | 7.6% | -7.5% | 1.3 | -3.1% | 9.3% | -11.5%
O=C(CSc1nnc2c(n1)[nH]c1ccccc12)Nc1ccc(N2CCOCC2)cc1 | u | 5.4% | 0.8% | u | -1.3 | 4.8% | -1.5% | -34.0%
O=C(COC(=O)c1cc(S(=O)(=O)N2CCCC2)ccc1O)Nc1ccc(SC(F)F)cc1 | -17.7 | -3.9% | -9.3% | u | -0.3 | 0.9% | 9.9% | 4.5%
CN(CC(=O)Nc1ccc(N2CCOCC2)cc1)C(=O)c1ccc(CS(C)(=O)=O)cc1 | 0.1 | -0.6% | 15.8% | -7.9% | -2.3 | -2.7% | 12.2% | 12.5%
N#C/C(=C(\O)C(F)(F)F)c1nnc2n1CCCCC2 | -0.9 | -3.7% | 3.6% | -7.8% | -2.5 | 6.9% | -3.5% | -1.4%
Cc1ccc(/C=C/C(=O)N2CCN(S(=O)(=O)c3ccc(C)c(C)c3)CC2)o1 | -73.5* | -1.9% | 7.1% | 23.8µM* | -3.2 | -6.3% | -27.0% | u
N#Cc1ccc(CN2CCN(C(=O)c3ccc(S(=O)(=O)NCc4ccco4)cc3)CC2)cc1 | 0.9 | -0.1% | 2.7% | -20.1% | 2.5 | 4.1% | -9.8% | -15.4%
CCN(CC)C(=O)COc1ccc(-c2ccccc2)cc1 | -1.4 | u | -0.2% | -2.0% | -0.9 | -6.6% | -3.4% | -4.7%
CCc1ccc(N2CC(C(=O)Nc3nccs3)CC2=O)cc1 (stereo not given) | -18.7 | 1.3% | -1.2% | -9.7% | -1.2 | 7.1% | -4.6% | -5.0%
Cc1cccc(C(=O)OCC(=O)NN2C(=O)NC3(CCC(C)CC3)C2=O)c1O (stereo not given) | -3.7 | -0.3% | 8.9% | 1.2% | -0.9 | -10.0% | 13.4% | 0.1%
COc1ccc(C(=O)N=C2SC3CS(=O)(=O)CC3N2c2ccc(C(C)=O)cc2)cc1 (stereo not given) | 0.8 | -2.3% | -12.7% | -12.7% | -0.4 | 11.9% | -0.4% | -1.8%
c1coc(-c2nnc3sc(Cc4cccs4)nn23)c1 | x | -2.5% | -5.6% | 26.7µM* | -0.8 | 3.7% | -27.9% | 44.7µM*
CCOC(=O)[C@]12CCCC=C1N(CCC1=CCCCC1)C(=O)[C@H](CC(=O)NCCc1ccccc1OC)C2 | -0.6 | x | -11.1% | -0.6% | x | -8.3% | -11.4% | 0.6%
O=[N+]([O-])c1ccc(S(=O)(=O)Nc2ccc(S(=O)(=O)N3CCCC3)cc2)cc1 | -3.3 | 1.5% | -0.5% | -5.9% | -0.7 | 0.6% | 8.3% | 0.4%

Screens as filed in PubChem BioAssay.
